# Screens (PubChem)
# NCI-60 one-dose screen, 48 h, at 10 µM unless noted. Numbers give growth in % (100 = growth as untreated, 0 = no growth, -100 = all killed).
# SK-MEL-2 = SK-MEL-2 melanoma; actives 4.7% (n = 77,000)
# UACC-257 = UACC-257 melanoma; actives 4.4% (n = 78,000); AID 1794764
# UACC-62 = UACC-62 melanoma. actives 5.4% (n = 81,000)
# MDA-MB-435 = MDA-MB-435 melanoma; actives 7.8% (n = 82,000)
# SK-MEL-28 = SK-MEL-28 melanoma. actives 4.1% (n = 81,000)
# M14 = M14 melanoma; AID 1794745; actives 6.2% (n = 80,000)
# SK-MEL-5 = SK-MEL-5 melanoma; actives 6.4% (n = 80,000); AID 1794755
# A549/ATCC = A549/ATCC NSCLC | actives 3.7% (n = 81,000)
# * hit, by the source's call; . = no result given; & = joins results of further samples. Rule for the calls: active = growth percent below 10; inactive = the rest. Compounds as they come, and some 11% of all compounds hit somewhere here.
compound,SK-MEL-2,UACC-257,UACC-62,MDA-MB-435,SK-MEL-28,M14,SK-MEL-5,A549/ATCC
CCc1ccc2c(c1)CCCC2(C)C,100,96,98,110,105,102,98,84
CC(=O)O[C@@H]1CCN2C(=O)Nc3ccc(F)cc3[C@@H]2C1,104,.,.,107,.,97,108,101
COc1ccc(Cn2cc(C(=O)N=Nc3c(O)[nH]c4c(C)cccc34)nn2)cc1,92,94,74,82,95,72,94,85
CCCCCCCCCCCCCCCCN(CC)CC,-80*,-52*,-87*,-81*,-91*,-17*,-98*,-70*
CC(=O)c1ccc(NC(=O)CS(=O)(=O)c2nnc3n(Cc4ccccc4)c(=O)c4c(C)c(C(N)=O)sc4n23)cc1,113,121,109,113,108,106,92,120
CCC/C(=N/NC(N)=O)c1ccco1,95,99,93,106,98,98,100,93
CCCN1C(=O)C(c2ccccc2)C(=O)N2C1=C1CCCN1C(=O)c1ccccc12 (stereo not given),91,99,98,105,109,104,99,97
C=C(C)[C@@H]1CC[C@]2(C)[C@H](CC[C@@H]3[C@@H]4[C@@H](O)C(C)(C)CC[C@]4(CO)CC[C@]32C)[C@@]1(C)CCCN,100,92,87,94,97,90,96,94
COc1ccc(-c2nc3nonc3[nH]c2=O)cc1,101,84,98,102,108,100,101,90
O=c1cc(O)c2ccccc2[nH]1,113&133,102&115,99,98&108,114&110,98&102,108&112,94&111
O=C(CBr)c1cccc2c1ccc1ccccc12,122,110,98,102,107,114,100,101
O=C(O)C1CCC2CCCC21 (stereo not given),.,.,105,96,110,110,100,98
CCCNC(=NC)c1ccc(NC(=O)c2ccc(C(=O)Nc3ccc(C(=NC)NCCC)cc3)cc2)cc1,118,122,104,107,115,109,103,115
CCCCCCCCCCCCCCCC[N+]1(C)CCN(SN2CC[N+](C)(CCCCCCCCCCCCCCCC)CC2)CC1,96,93,73,96,98,21,95,72
O=C(O)C(Cc1ccc(O)cc1)N1C(=O)CSC1=S (stereo not given),102,91,96,100,98,101,102,97
Brc1c(NC2=NCCN2)ccc2nccnc12,166,122,110,104,105,103,119,112
CC(O)C1CC[C@]2(C)[C@@H]1CC[C@@H]1[C@@]3(C)CC[C@H](O)C(C)(C)[C@@H]3CC[C@]12C (stereo not given in full),102,104,91,98,104,101,98,104
N=c1c2c(-c3ccccc3)c(-c3ccccc3)oc2ncn1N1C(=O)c2ccccc2C1=O,108,120,91,101,111,97,99,103
C/C(=N\NC(=O)Cn1c(C(C)C)nc2ccccc21)c1ccccc1C,102,96,84,106,95,99,103,95
Cc1cc(N2CCCCC2)cc(C)c1-c1csc(NC(=O)c2ccncc2)n1,96,33,45,37,65,58,-9.0*,49
Nc1ccc2c(c1)C(=O)c1cc(N)c(Cl)cc1-2,.,56,53,66,95,81,59,87
CCCCOc1ccc(S(=O)(=O)N2CCN(c3nccc(N4CCOCC4)n3)CC2)cc1,33,12,-7.9*,14,21,19,47,29
Fc1ccc2cc(Cc3nnc(Cc4cc5ccc(F)cc5[nH]4)n3CCCc3cnc[nH]3)[nH]c2c1,103,105,94,104,126,103,93,113
O=C(Nc1ccc(-c2n[nH]c(=S)o2)cc1)c1ccccn1,111,103,95,100,111,99,101,104
O=C(c1ccccc1)C1OC1C(=O)c1ccccc1 (stereo not given),34,40,47,1.1*,49,17,38,70
COc1cc(C(=O)c2cc(C)c3[nH]c4ccc(Cl)cc4c3c2C)cc(OC)c1OC,58,68,43,-22*,54,18,-56*,20
C\C=C/C=N/N=C(N)\C(N)=N\N=C\C=C\C,97,123,96,108,122,102,120,120
CC(O)COC(C)C (stereo not given),107,108,104,107,106,99,102,106
Cc1ccc(-n2c(/C=C3\C(=O)Nc4ccccc43)ccc2COCC2CO2)cc1 (stereo not given),103,106,87,99,104,.,98,113
CCCCCOC(=O)c1cccnc1,104,97,111,106,105,104,106,96

# A draw from above in order of heavy-atom count, rising.
compound,SK-MEL-2,UACC-257,UACC-62,MDA-MB-435,SK-MEL-28,M14,SK-MEL-5,A549/ATCC
CCC/C(=N/NC(N)=O)c1ccco1,95,99,93,106,98,98,100,93
O=C(O)C(Cc1ccc(O)cc1)N1C(=O)CSC1=S (stereo not given),102,91,96,100,98,101,102,97
CCCNC(=NC)c1ccc(NC(=O)c2ccc(C(=O)Nc3ccc(C(=NC)NCCC)cc3)cc2)cc1,118,122,104,107,115,109,103,115

# New compounds follow:
compound,SK-MEL-2,UACC-257,UACC-62,MDA-MB-435,SK-MEL-28,M14,SK-MEL-5,A549/ATCC
COc1cc2c(cc1OC)C1=CCCCC1NC2=O (stereo not given),102,99,101,102,112,106,95,90
CC(O)COCC(C)OC(C)C (stereo not given),.,107,101,109,106,106,107,107
Fc1cc(Nc2ccc3c(OCCCN4CCOCC4)cccc3n2)ccc1Cl,89,76,-32*,32,-36*,-31*,64,26
S=C(N/N=C/c1cccc2ccccc12)N/N=C/c1cccc2ccccc12,110,93,95,103,106,98,85,94
CC(=O)c1c[nH]c(=O)[nH]c1=O,100,103,99,103,110,102,99,103
Cc1ccc(/C=C(\C#N)C(=O)Nc2ncc(Cc3cc(Cl)ccc3Cl)s2)o1,46,35,6.4*,30,89,69,52,40
CC(C)(C)c1ccc[nH]1,92,102,97,108,94,.,98,104
Cc1ccc2oc(=O)cc(CSc3nnc(-c4ccc(F)cc4)o3)c2c1,96,87,99,108,103,103,98,88
C[Si]1(C)N[Si](C)(C)N[Si](C)(C)N1,128,102,107,92,108,99,106,92
CCCCN(CCCC)C(=O)CC(C)=O,128,126,116,107,119,111,98,105
N#Cc1nn(-c2ccccn2)c(N)c1C#N,94,103,99,101,105,102,104,98
Cc1ccc(C(=O)O)c(O)c1,.,97,95,96,134,95,95,94
CCOC(=O)C(C)(F)C#N (stereo not given),110,98,101,102,110,94,107,95
CO/C=C/C(=O)c1cc2cnc3c(=N)cc(NC(=O)C(C)C)c([nH]1)c23,-66*,.,-54*,-28*,-45*,-61*,-97*,19
COc1ccc(-c2ccc(SCC(=O)Nc3ccc(S(N)(=O)=O)cc3)nn2)cc1,109,104,92,115,106,107,98,103
CCOC(=O)N1C(=O)/C(=C\c2ccc(OC)cc2)SC1=Nc1c(C)nn(-c2ccccc2)c1N,75,83,68,.,88,62,75,56
CC(C(=O)N1CCN(c2ccc(Cl)c(Cl)c2)CC1)c1ccc(NS(=O)(=O)c2ccccc2)cc1 (stereo not given),90,71,63,75,93,71,35,71
Cc1nn(-c2ccccc2)c(Cl)c1/C=C1\N=C(c2ccccc2)N(C(=O)c2ccc(O)cc2)NC1=O,.,103,92,92,99,94,74,88
CC1(C)CC(=O)C2=C(C1)N(CCO)c1cc3c(cc1C2c1cccc(F)c1)OCO3 (stereo not given),86,90,88,101,92,101,92,88
O=[N+]([O-])c1ccc(N/N=C\c2ccc(Cl)cc2Cl)nc1,103,106,102,98,116,113,118,101
C=C(C)[C@@H]1CC[C@]2(NC(=O)Nc3ccccn3)CC[C@]3(C)[C@H](CC[C@@H]4[C@@]5(C)Cc6c([nH]c7ccccc67)C(C)(C)[C@@H]5CC[C@]43C)[C@@H]12,106,110,95,102,107,111,99,97
C/C(=C\C=C\[C@H](C)CC(=O)O)[C@H](O)[C@H](C)C(=O)O[C@H]1C[C@H](C)[C@H](O)c2ccc(C)c(C)c21,77,91,95,99,103,93,108,91
O=C(Nc1ccccc1)c1ccccc1O,79&97,110&105,87&83,109&102,113&110,106&101,91&99,102&91
O=C(/C=C/c1cccc(Cl)c1)c1cccc(OCCCOc2cccc(C(=O)/C=C/c3cccc(Cl)c3)c2)c1,116,102,81,102,108,90,100,100
COc1ccccc1-c1cc(=O)c2c(OC)c(C=O)c(O)cc2o1,107,105,87,94,109,91,105,96
Fc1ccc(-n2cc(-c3ccccc3)c3c2ncn2nc(-c4ccc(Cl)cc4)nc32)cc1,101,116,90,100,130,105,100,110
CNC(=O)c1cc(Oc2ccc3nc(NC(=O)Nc4ccc(Cl)c(Cl)c4)sc3c2)ccn1,81,75,76,23,41,1.2*,73,11
N#C[C@]1(CCCC2CC3C=CC2C3)CC2C=CC1C2 (stereo not given in full),114,107,98,105,104,99,95,101
Cc1ncc([N+](=O)[O-])n1CC(C)O (stereo not given),.,96,108,105,111,104,105,98
Cc1cc(C)c2c(S(=O)(=O)N3CCC(C)CC3)[nH]nc2n1,.,99,95,93,105,102,101,91

# Reformatted: results already given.
SMILES: CC(O)COCC(C)OC(C)C (stereo not given)
  SK-MEL-2: .	UACC-257: 107	UACC-62: 101	MDA-MB-435: 109	SK-MEL-28: 106	M14: 106	SK-MEL-5: 107	A549/ATCC: 107
SMILES: Fc1cc(Nc2ccc3c(OCCCN4CCOCC4)cccc3n2)ccc1Cl
  SK-MEL-2: 89	UACC-257: 76	UACC-62: -32*	MDA-MB-435: 32	SK-MEL-28: -36*	M14: -31*	SK-MEL-5: 64	A549/ATCC: 26
SMILES: S=C(N/N=C/c1cccc2ccccc12)N/N=C/c1cccc2ccccc12
  SK-MEL-2: 110	UACC-257: 93	UACC-62: 95	MDA-MB-435: 103	SK-MEL-28: 106	M14: 98	SK-MEL-5: 85	A549/ATCC: 94
SMILES: CC(=O)c1c[nH]c(=O)[nH]c1=O
  SK-MEL-2: 100	UACC-257: 103	UACC-62: 99	MDA-MB-435: 103	SK-MEL-28: 110	M14: 102	SK-MEL-5: 99	A549/ATCC: 103

# Continued:
compound,SK-MEL-2,UACC-257,UACC-62,MDA-MB-435,SK-MEL-28,M14,SK-MEL-5,A549/ATCC
Cc1cc2nc3c4ccccc4n(CC[N+](C)(C)[O-])c3nc2cc1C,108,109,86,109,108,97,99,108
COc1ccc2c(CCCCC(c3ccccc3)c3ccccc3)c3[n+](cc2c1OC)CCc1cc2c(cc1-3)OCO2,-70*,.,-64*,-92*,-82*,-76*,-99*,-23*
N#C/C(=C\c1ccc(-c2ccccc2F)o1)c1nc(-c2ccco2)cs1,97,100,84,101,104,95,85,99
CN(C)CCn1c2ccc(Cl)cc2c2nc3cc(Cl)c(Cl)cc3nc21,110,107,89,81,92,99,91,67
CCSc1nc(-c2cc(OC)ccc2OC)cc(-c2ccc(Cl)cc2)c1C#N,.,74,69,86,79,76,81,64
COc1ccc(N(C)c2cc(C#N)nc3ccccc23)cc1/C=C/C(=O)NO,-80*,-26*,-72*,-70*,-74*,2.4*,-68*,7.2*
CC(=O)c1c[nH]c2c(C)c([N+](=O)[O-])ccc12,106,115,97,102,112,102,100,102
CC1CCCC(C)N1CCOc1cc(N)ccc1C#N (stereo not given),105,112,98,121,107,105,106,108
Cn1cc(-c2csc(-c3cn(CCN)c4ccc(F)cc34)n2)c2cccnc21,93,100,.,54,98,81,57,42
CCOC(=O)CN1C(=O)C(=O)c2ccccc21,112&96,96&96,108&97,103&105,118&145,98&102,100,100&89
O=C1/C(=C/c2cccc3ncccc23)Cc2cc3c(cc21)OCO3,79,93,79,72,101,83,78,90
COc1ccc(C(=O)/C=C/c2cc3c(c(OC)c2)OCC(=O)N3)cc1,110,92,85,26,73,.,84,78
Cc1c(C(=O)NCCc2ccc(N3CCCC3)cc2)[nH]c2ccc(Cl)cc2c1=O,103,92,84,95,105,97,95,89
NCC(O)(c1ccccc1)c1ccccc1,107,.,103,104,110,113,103,109
O=C(OC[C@@H]1CO1)c1cccc2c(=O)c3ccccc3[nH]c12,-71*,-31*,-89*,-82*,-63*,-66*,-91*,-20*
Cc1ccc(SC2c3ccc(C)cc3Oc3nc(N)c(C#N)c(N)c32)cc1 (stereo not given),65,95,103,92,88,95,64,101
Nc1nc(N)c(-c2ccc(Cl)cc2)c(/C=C/c2ccc([N+](=O)[O-])cc2)n1,89,66,83,42,96,64,80,48
CSc1nc(N)nc2nc[nH]c12,105,100,90,122,133,112,106,107
COc1cc(NC(C)=O)ccc1C(=O)NC(=S)Nc1ccc(C(=O)O)cc1,103,117,75,95,102,99,80,79
COc1ccccc1-c1cn2cc(Cl)sc2n1,92,103,90,88,.,104,107,112
CC(=O)/C(=C\c1c(-c2ccccc2)[nH]c2ccccc12)S(=O)(=O)c1ccccc1,-28*,-6.2*,14,5.4*,27,5.0*,9.1*,20
O=C(Nc1ccc2c(C(F)(F)F)cc(C(F)(F)F)nc2n1)c1ccccc1,102,102,95,102,98,105,100,94
CC(=O)N/C(=C/c1ccccc1)C(=O)N1CCCC1C(=O)O (stereo not given),105,95,106,100,110,99,98,98
C/C(=N\O)C(=O)NCCCCCC(=O)Nc1ccccc1,110,99,94,101,114,107,92,97
O=c1oc2c(cc1-c1cc3ccccc3oc1=O)C(O)Oc1ccc(F)cc1-2 (stereo not given),88,104,88,80,107,86,83,90
O=C1Nc2ccc(F)cc2/C1=N/c1nnc(Sc2ccccc2)s1,102,100,89,100,116,99,87,97
NC1=NN=C2N(N)C(=O)c3cnn(-c4ccccc4)c3N2c2nc(-c3ccccc3)cc(-c3ccccc3)c21,104,108,83,108,118,99,94,100
O=C1c2cc(Cl)ccc2Oc2cc([N+](=O)[O-])ccc2N1c1ccc(Br)cc1F,104,87,88,101,103,94,85,72
O=[N+]([O-])c1ccc2c(Cl)[nH]nc2c1,104,110,99,111,116,103,96,97
COc1cc(C#CC[C@@H]2C[C@]3(C)[C@H]4CC=C5[C@@H]6[C@@H](C)[C@H](C)CC[C@]6(C(=O)O)CC[C@@]5(C)[C@]4(C)CC[C@H]3C(C)(C)[C@H]2O)cc(OC)c1OC,57,50,61,87,90,67,67,22
O=C1c2cccc3c(-c4ccc5c(c4)ncn5C4CCCCC4)ccc(c23)C(=O)N1c1nc2ccccc2s1,81,101,73,100,97,94,75,100
CC(C)NC(=O)[C@H](O)[C@@H](N)Cc1ccccc1,112,106,94,104,103,100,99,106
